TRHR agonist: TRH receptor (human) agonism | P34981 | TRHR cells, calcium flux fluo-8, FDSS agonist mode | activation, % at 2 µM | hit rate 0.18% among 360,000 | AID 493084; further: 0% is about no effect
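Fluo-8-loaded TRHR cells; 10 s baseline, compound added, kinetic Ca2+ fluorescence read 1/s, agonist mode.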
D1 PAM: human D1 dopamine receptor positive modulation | hit rate 0.036% among 360,000 | P21728 | HEK293 TREx D1 cells, calcium flux, dopamine EC20 potentiation | potentiation, % at 10 µM | AID 504651; in the data active means potentiation above about 30%; further: 0% is about no effect
Target sequence (P21728 whole entry, looked up): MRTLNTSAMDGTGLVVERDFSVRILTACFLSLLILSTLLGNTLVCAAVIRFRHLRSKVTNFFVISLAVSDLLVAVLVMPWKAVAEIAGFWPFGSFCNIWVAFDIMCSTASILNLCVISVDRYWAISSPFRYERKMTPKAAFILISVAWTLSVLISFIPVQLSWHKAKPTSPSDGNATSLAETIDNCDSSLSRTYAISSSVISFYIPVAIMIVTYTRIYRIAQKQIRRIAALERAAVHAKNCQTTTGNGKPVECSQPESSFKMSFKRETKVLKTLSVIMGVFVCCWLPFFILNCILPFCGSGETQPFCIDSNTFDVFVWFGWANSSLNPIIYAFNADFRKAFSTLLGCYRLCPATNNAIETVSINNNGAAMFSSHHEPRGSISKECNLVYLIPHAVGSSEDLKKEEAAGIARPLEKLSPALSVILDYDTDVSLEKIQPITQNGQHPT
D2 agonist: activates the human D2 dopamine receptor | P14416 | HEK293 T-REx D2 cells, calcium flux agonist mode | activation, % at 2 µM | hit rate 0.53% among 340,000 | AID 485358;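 active means activation over 3 SD above normal in the single-dose calcium agonist read, cut at about 30% in these data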; further: 0% is about no effect
Target sequence (P14416 whole entry, looked up): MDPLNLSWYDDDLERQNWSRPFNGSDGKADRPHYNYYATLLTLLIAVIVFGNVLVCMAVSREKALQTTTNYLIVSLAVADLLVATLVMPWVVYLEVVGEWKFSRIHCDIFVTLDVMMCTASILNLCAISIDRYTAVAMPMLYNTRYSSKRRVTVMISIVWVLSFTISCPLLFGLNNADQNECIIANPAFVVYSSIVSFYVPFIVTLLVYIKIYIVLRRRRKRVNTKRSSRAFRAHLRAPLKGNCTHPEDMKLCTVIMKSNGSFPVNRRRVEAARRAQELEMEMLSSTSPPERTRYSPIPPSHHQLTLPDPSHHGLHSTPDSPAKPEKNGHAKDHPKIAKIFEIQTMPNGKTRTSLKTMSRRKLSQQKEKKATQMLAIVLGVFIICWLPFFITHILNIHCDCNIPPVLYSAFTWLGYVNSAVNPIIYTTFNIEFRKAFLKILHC
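Tetracycline-induced HEK293 Trex cells with D2 receptor force-coupled to calcium signaling, plated overnight at 30 C and loaded with no-wash calcium dye. Calcium flux read kinetically for 180 s after compound addition; responses flag agonists.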
RXFP1 antagonist: RXFP1 (human) relaxin receptor antagonism; HEK293-RXFP1, relaxin-stimulated cAMP HTRF, 30 min; hits give low values; activity change, negative = inhibition, % at 57.5 µM; hit rate 0.59% among 350,000;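 active means activity change of -60% or lower, but not beyond a set lower limit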; further: on the % scale 0 is the no-effect control and ±100 the full control effect
D2 PAM: D2 dopamine receptor (human) potentiation. P14416. HEK293 T-REx D2, calcium flux, EC20 dopamine potentiation. potentiation, % at 10 µM. hit rate 0.34% among 340,000. AID 485347;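 active means potentiation over 3 SD above the plate norm, cut at about 30% in these data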; further: 0% is about no effect
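Potentiation of an EC20 dopamine calcium response measured kinetically over 180 s, after a preceding 180 s compound-only read flagging agonists. Cells: inducible Hek293 Trex D2 line, 4000/well, cultured overnight at 30 C before dye loading.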
D2 antag: D2 dopamine receptor (human) antagonism. HEK293 TREx D2 cells, calcium flux, dopamine EC80. inhibition, % at 10 µM. hit rate 2% among 340,000. AID 485344; in the data active means inhibition above about 30%; further: 0% is about no effect
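Measurement of antagonist activity uses fluorescent calcium dye in inducible HEK293 T-REx D2 cells: 10 s baseline, compound addition with 180 s read, EC80 dopamine addition with a further 180 s read.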
D1 antag: human D1 dopamine receptor antagonism; activity change, negative = inhibition, % at 10 µM; hit rate 3.2% among 360,000; HEK293 TREx D1 cells, calcium flux, dopamine EC80; hits give low values; P21728; in the data active means activity change below about -30%; further: on the % scale 0 is the no-effect control and ±100 the full control effect
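Tetracycline-induced HEK293 T-REx cells with force-coupled D1 receptor were loaded with a no-wash calcium dye. Compound was added after a 10 s baseline and read kinetically for 180 s; EC80 dopamine was then added and calcium flux followed another 180 s.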
D1 agonist: human D1 receptor agonism | AID 504660 | activation, % at 2 µM | HEK293 T-REx D1 cells, calcium flux, agonist mode | hit rate 1% among 360,000; further: 0% is about no effect
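Tetracycline-induced HEK293 TREx D1 cells, force-coupled to calcium signalling, were dye-loaded with a no-wash calcium kit. Compound was pin-added after a 10 s baseline. Fluorescence was read kinetically at 1 cycle/s for 180 s, with calcium rises flagged as agonism.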
TRHR PAM: allosterically enhances the human TRH receptor. P34981. TRHR cells, fluo-8 calcium fluorescence, EC20 TRH enhancement. enhancement, % at 2 µM. hit rate 0.66% among 360,000. AID 493056; in the data active means enhancement above about 30%; further: 0% is about no effect
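TRHR-expressing cells loaded with fluo-8 calcium dye were read kinetically (ex 480/em 530) during compound addition, then stimulated with an EC20 of TRH (10 nM final). Enhancement of the Gq-mediated intracellular calcium response was scored.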
An asterisk follows results filed as active. Unless noted, no stated cut-off is given here; in the data, active means activation above about 30%; inactive means the rest.

Screening Cc1ccc(NC(=O)CSc2nc3ccccc3c3nc(CCn4c(C)nc5ccccc54)nn23)cc1F returned TRHR agonist -0.2, D1 PAM -3, D2 agonist 0.1, RXFP1 antagonist -1, D2 PAM 2, D1 antag 0, D1 agonist 0 and TRHR PAM 6.
`O=c1oc2ccccc2nc1/C=C(\O)c1ccccc1` gave TRHR agonist 0.3, D1 PAM 1, D2 agonist 0.7, RXFP1 antagonist 6, D2 PAM 5, D2 antag 5, D1 antag 0, D1 agonist 1 and TRHR PAM 20.
`CCc1ccc(-c2nc(CSCC(=O)NCCCN3CCCC3=O)c(C)o2)cc1` gave TRHR agonist -1.3, D1 PAM -1, D2 agonist -0.2, RXFP1 antagonist -13, D2 PAM -4, D2 antag 12, D1 antag -5, D1 agonist 3 and TRHR PAM 3.
Screening CSc1ncccc1C(=O)OCC(=O)c1[nH]c(C)c(C(C)=O)c1C returned TRHR agonist 0.4, D1 PAM 0, D2 agonist 0.5, RXFP1 antagonist 2, D2 PAM 13, D2 antag -6, D1 antag -5, D1 agonist 0 and TRHR PAM 1.
CC1=C(C(=O)OC2CCCC2)C(c2c(F)cccc2Cl)CC(=O)N1 (configuration not stated) was read as TRHR agonist -0.8, D1 PAM 6, D2 agonist -0.4, D2 PAM 11, D1 antag -30, D1 agonist 4 and TRHR PAM -5.
Screening CCOC(=O)c1ccc(NC2Nc3cc(C)nn3S2)cc1 (configuration not stated) returned TRHR agonist 0.3, D1 PAM -6, RXFP1 antagonist 10, D2 PAM 3, D1 antag -10, D1 agonist -2 and TRHR PAM -10.
S=c1[nH]nc(-c2ccc(Cl)cc2)n1/N=C/c1ccco1 was read as TRHR agonist -0.6, D1 PAM 2, D2 agonist -1.0, RXFP1 antagonist 9, D2 PAM 26, D2 antag -7, D1 antag 12, D1 agonist 1 and TRHR PAM 1.
`S=C(NCC1COc2ccccc2O1)Nc1ccc(Br)cc1` (configuration not stated) gave TRHR agonist 0.2, D1 PAM -4, D2 agonist 0.0, RXFP1 antagonist -5, D2 PAM -4, D2 antag 10, D1 antag -48*, D1 agonist 8 and TRHR PAM -2.
Screening CC(C)C1N=C2c3ccccc3N=C(SCC#N)N2C1=O (configuration not stated) returned TRHR agonist -0.2, D1 PAM -9, D2 agonist -0.7, RXFP1 antagonist 8, D2 PAM 2, D2 antag 0, D1 antag -18, D1 agonist 2 and TRHR PAM -1.
`CN1CCN(c2ccc(C(CC(N)=O)NC(=O)Cc3ccc(Br)cc3)cc2[N+](=O)[O-])CC1` (configuration not stated) gave TRHR agonist -0.9, D1 PAM -3, D2 agonist 0.2, D2 PAM -2, D2 antag -8, D1 antag -6, D1 agonist 3 and TRHR PAM 6.
Screening Cc1c(Cl)cccc1NC(=O)CSc1nc(=O)n(Cc2ccco2)c2c1CCC2 returned TRHR agonist -1.0, D1 PAM -1, D2 agonist 0.4, D2 PAM 19, D1 agonist 0 and TRHR PAM 8.
`C=CCNC(=O)c1cccn1-c1ccsc1C(=O)OC` gave TRHR agonist 0.7, D1 PAM 5, D2 agonist 0.2, RXFP1 antagonist -9, D2 PAM 10, D2 antag -8, D1 antag 6, D1 agonist 1 and TRHR PAM -4.
Cc1ccc(S(C)(=O)=O)cc1C(=O)OCC(=O)N(Cc1ccccc1)Cc1ccccc1 was read as TRHR agonist 0.0, D1 PAM -6, D2 agonist 0.2, RXFP1 antagonist -7, D2 PAM -14, D2 antag 5, D1 antag -9, D1 agonist 8 and TRHR PAM -3.
For O=C1c2ccccc2C(=O)N1CCCn1nnc(-c2ccc(N3CCOCC3)cc2)n1 the results were TRHR agonist 0.2, D1 PAM -2, D2 agonist 0.0, RXFP1 antagonist -17, D2 PAM -6, D2 antag 28, D1 antag 3, D1 agonist 1 and TRHR PAM 0.
`Cc1cc2cc(CCNC(=O)CC(C)(C)C)c(=O)[nH]c2cc1C` gave TRHR agonist -0.5, D1 PAM -6, D2 agonist 0.1, D2 PAM 8, D2 antag 2, D1 antag -2, D1 agonist 0 and TRHR PAM 0.
`CCn1c(SCC(=O)N2CCc3ccccc32)nnc1-c1c[nH]c2ccccc12` gave TRHR agonist -0.2, D1 PAM 7, D2 agonist -2.2, RXFP1 antagonist 0, D2 PAM -8, D2 antag -12, D1 antag 0, D1 agonist 2 and TRHR PAM -3.
`O=C(Cn1cnc2ccccc2c1=O)OCC(=O)c1ccc2c(c1)OCCO2` gave TRHR agonist -0.2, D1 PAM -6, D2 agonist -0.1, RXFP1 antagonist 1, D2 PAM 1, D2 antag -8, D1 antag 14, D1 agonist 0 and TRHR PAM 1.
Screening Cc1ccccc1CCNC(=O)c1ccc2c(c1)nc1n2CCOC1 returned TRHR agonist 0.3, D1 PAM -1, D2 agonist 0.1, RXFP1 antagonist -1, D2 PAM 11, D1 antag -9, D1 agonist 0 and TRHR PAM 9.
Cc1ccc(Cn2c(C(=O)Nc3cccc(Cl)c3)cc3sccc32)cc1 was read as TRHR agonist 1.2, D1 PAM -6, D2 agonist 0.3, D2 PAM 0, D1 antag -16, D1 agonist 8 and TRHR PAM 1.
For COc1ccc2oc(=O)c(C(=O)NCc3ccc(C)cc3)cc2c1 the results were TRHR agonist -0.1, D1 PAM -7, D2 agonist -0.5, RXFP1 antagonist 9, D2 PAM -6, D2 antag 3, D1 antag -37*, D1 agonist 4 and TRHR PAM -1.
CCc1nc2sc3c(c2c(=O)n1NC(=O)CCl)CCCC3 was read as TRHR agonist 0.0, D1 PAM -2, D2 agonist -0.7, RXFP1 antagonist 1, D2 PAM 10, D2 antag -5, D1 antag 9, D1 agonist 3 and TRHR PAM 3.
`c1coc(CNCc2cccs2)c1` gave TRHR agonist -0.1, D1 PAM -12, D2 agonist -0.8, RXFP1 antagonist -4, D2 PAM -9, D2 antag 21, D1 antag -9, D1 agonist 1 and TRHR PAM 1.
For Cc1ccc2occ(/C=N/NC(N)=S)c(=O)c2c1 the results were TRHR agonist 0.7, D1 PAM 10, D2 agonist 1.4, D2 PAM 15, D2 antag -8, D1 antag 31, D1 agonist -1 and TRHR PAM 1.
`Cc1ccc(C)c(N2CCN(C(=O)CCC(=O)N3CCOc4ccc(Cl)cc43)CC2)c1` gave TRHR agonist 0.0, D1 PAM -5, D2 agonist 0.4, RXFP1 antagonist -7, D2 PAM -3, D2 antag 8, D1 antag 16, D1 agonist 2 and TRHR PAM -3.
`O=C(O)c1cc2c([nH]c1=O)CCCC2` gave TRHR agonist 0.5, D1 PAM -2, RXFP1 antagonist 6, D1 antag -18, D1 agonist 1 and TRHR PAM -4.
`CC(C)(C)c1ccc(-n2ncc3c2CCCC3NC(=O)CCCn2cncn2)cc1` (configuration not stated) gave TRHR agonist 1.1, D1 PAM 1, D2 agonist 0.8, RXFP1 antagonist 12, D2 PAM 9, D2 antag 8, D1 antag -6, D1 agonist 2 and TRHR PAM 7.
Screening Cc1csc(NC(=O)CSc2nnc(NC(=O)C3CC(=O)N(c4ccccc4)C3)s2)n1 (configuration not stated) returned TRHR agonist 0.1, D1 PAM 1, D2 agonist -0.7, RXFP1 antagonist 0, D2 PAM 0, D2 antag -8, D1 antag 4, D1 agonist 0 and TRHR PAM -4.
For CC(C)(C)c1ccc(C(=O)NCCC(=O)N2CCN(c3ncccn3)CC2)cc1 the results were TRHR agonist -0.7, D1 PAM 2, D2 agonist -1.5, RXFP1 antagonist 7, D2 PAM -3, D2 antag 1, D1 antag 5, D1 agonist 3 and TRHR PAM 1.
Screening Cc1ccc(N2C(=O)N(CC(=O)Nc3ccc(C)cc3Cl)C(=O)C2C)cc1 (configuration not stated) returned TRHR agonist 0.3, D1 PAM -4, D2 agonist -0.3, RXFP1 antagonist -7, D2 PAM 7, D2 antag -28, D1 antag -20, D1 agonist 4 and TRHR PAM 2.
Screening Cc1ccc(C(=O)N2CCN(C(=O)CN3CCOCC3)C2)cc1 returned TRHR agonist 0.5, D1 PAM -7, D2 agonist 0.9, RXFP1 antagonist -12, D2 PAM 20, D2 antag 27, D1 antag 2, D1 agonist 1 and TRHR PAM -6.
For O=C(Cn1ncc2c3ccccc3n(Cc3ccccc3F)c2c1=O)N1CCCCCC1 the results were TRHR agonist -0.7, D1 PAM 1, D2 agonist -0.1, RXFP1 antagonist -6, D2 PAM 3, D1 antag 10, D1 agonist -2 and TRHR PAM -4.
Screening CC(O)/C=C/c1ccc2ccccc2n1 (configuration not stated) returned TRHR agonist -0.3, D1 PAM -6, RXFP1 antagonist 22, D1 antag 6, D1 agonist 0 and TRHR PAM -1.
Screening CN(C)CCNc1c(N)c(=O)oc2ccccc12 returned TRHR agonist -0.5, D1 PAM -7, D2 agonist -0.1, RXFP1 antagonist 10, D2 PAM 10, D2 antag -12, D1 antag -14, D1 agonist 7 and TRHR PAM 6.
For O=C(O)CNC(=O)CC12CC3CC(CC(C3)C1)C2 the results were TRHR agonist 0.6, D1 PAM 0, D2 agonist 0.3, RXFP1 antagonist -7, D2 PAM 3, D2 antag -3, D1 antag 6, D1 agonist 2 and TRHR PAM 0.
For COc1cc(C=O)ccc1OC(=O)c1ccc(C(C)C)cc1 the results were TRHR agonist 1.1, D1 PAM 7, D2 agonist 2.1, RXFP1 antagonist -34, D2 PAM -5, D2 antag 10, D1 antag -9, D1 agonist 18 and TRHR PAM -3.
Screening CCOC(=O)c1[nH]c2ccc(OC)cc2c1NC(=O)CN1CCC2(CC1)OCCO2 returned TRHR agonist 0.2, D1 PAM -5, D2 agonist -1.6, RXFP1 antagonist 4, D2 PAM -8, D2 antag -9, D1 antag -26, D1 agonist 2 and TRHR PAM -3.
COc1ccc(-n2nc(C(=O)NCC(=O)NCC3CCCO3)c3ccccc3c2=O)cc1 (configuration not stated) was read as TRHR agonist 0.0, D1 PAM 6, D2 agonist -2.0, RXFP1 antagonist 1, D2 PAM 23, D2 antag -4, D1 antag 1, D1 agonist 7 and TRHR PAM 14.
For COc1ccc(Cl)cc1NC(=O)CSc1nnc(C2CC2)n1C the results were TRHR agonist -1.3, D1 PAM 1, D2 agonist -2.8, RXFP1 antagonist 12, D2 PAM 27, D2 antag -7, D1 antag -3, D1 agonist -1 and TRHR PAM 1.

Fetched by structure from above:
Screening CN(C)CCNc1c(N)c(=O)oc2ccccc12 returned TRHR agonist -0.5, D1 PAM -7, D2 agonist -0.1, RXFP1 antagonist 10, D2 PAM 10, D2 antag -12, D1 antag -14, D1 agonist 7 and TRHR PAM 6.
Screening CC(O)/C=C/c1ccc2ccccc2n1 (configuration not stated) returned TRHR agonist -0.3, D1 PAM -6, RXFP1 antagonist 22, D1 antag 6, D1 agonist 0 and TRHR PAM -1.
For COc1ccc(Cl)cc1NC(=O)CSc1nnc(C2CC2)n1C the results were TRHR agonist -1.3, D1 PAM 1, D2 agonist -2.8, RXFP1 antagonist 12, D2 PAM 27, D2 antag -7, D1 antag -3, D1 agonist -1 and TRHR PAM 1.
Screening CCOC(=O)c1[nH]c2ccc(OC)cc2c1NC(=O)CN1CCC2(CC1)OCCO2 returned TRHR agonist 0.2, D1 PAM -5, D2 agonist -1.6, RXFP1 antagonist 4, D2 PAM -8, D2 antag -9, D1 antag -26, D1 agonist 2 and TRHR PAM -3.

Compound activity as filed in PubChem BioAssay.
